# ARFGAP1 inh = inhibitors of rat ARFGAP1; Q62848; Arfgap1-stimulated ARF1 GTP hydrolysis, GDP FP detection; inhibition, % at 16.5 µM; 360,000 compounds, 0.26% hits; AID 651572;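 active means inhibition above a per-plate limit, mean inhibition of low control wells plus 3 SD, cut at about 25% in these data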;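 further: 0% = DMSO wells with enzyme and 100% = wells lacking Arfgap1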
# Target sequence (Q62848 1-136 limits assumed): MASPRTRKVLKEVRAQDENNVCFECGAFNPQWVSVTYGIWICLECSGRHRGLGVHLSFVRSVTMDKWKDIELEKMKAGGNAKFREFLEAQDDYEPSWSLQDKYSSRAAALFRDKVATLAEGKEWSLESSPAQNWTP
#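 System: truncated rat Arfgap1 GAP domain / Benchmarks: high control wells lacking Arfgap1, low control full reaction with DMSO / Times: compound-enzyme preincubation 20 min, reaction 120 min, detection 60 min, 25 °C / Repeats: one replicate per compound / Also added: human ARF1(Δ1-17)-GTP substrate / Measured by: Tracer-displacement fluorescence polarization with EDTA stop, 620/688 nm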
# HGIII-sPLA2 inh = Inhibits HGIII-sPLA2 liposome hydrolysis, primary screen; QFRET BODIPY PC-A2 liposome hydrolysis, fluorescence; inhibition, % at 12.2 µM; 370,000 compounds, 0.56% hits;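 active means inhibition above mean plus 3 SD of compounds lying within the high and low control bounds, cut at about 19% in these data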;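 further: 0% = median of test compound wells and 100% = no enzyme DMSO wells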
# Target sequence (Q9NZ20 whole entry, looked up): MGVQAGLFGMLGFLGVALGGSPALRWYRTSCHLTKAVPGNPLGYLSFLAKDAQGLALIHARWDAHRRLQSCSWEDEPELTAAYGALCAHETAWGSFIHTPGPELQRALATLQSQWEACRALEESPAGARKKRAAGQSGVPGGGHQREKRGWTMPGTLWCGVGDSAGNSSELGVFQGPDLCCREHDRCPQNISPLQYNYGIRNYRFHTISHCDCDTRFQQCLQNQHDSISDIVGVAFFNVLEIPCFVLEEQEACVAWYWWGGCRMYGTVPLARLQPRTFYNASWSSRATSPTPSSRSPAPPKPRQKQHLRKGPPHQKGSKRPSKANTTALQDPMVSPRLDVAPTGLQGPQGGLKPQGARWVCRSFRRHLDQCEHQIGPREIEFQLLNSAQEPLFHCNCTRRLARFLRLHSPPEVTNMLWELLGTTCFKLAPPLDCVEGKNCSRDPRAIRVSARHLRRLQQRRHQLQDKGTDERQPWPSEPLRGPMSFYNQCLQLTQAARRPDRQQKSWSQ
# UHRF1 binding = UHRF1 methyl-DNA binding inhibition. inhibition, % at 4.4 µM. AID 687016. UHRF1 binding to methylated oligo, TR-FRET. 370,000 compounds, 0.75% hits. Q96T88; in the data active means inhibition above about 21%;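 further: UHRF1 SRA domain binding a hemimethylated CpG hairpin DNA probe; 0% = median of test compound wells and 100% = reference inhibitor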
# Rev-erbA mod = modulates human Rev-erb alpha binding to DNA | P20393 | Rev-erbα–FITC-DNA binding, fluorescence polarization, 90 min | activity, % at 10 µM | 370,000 compounds, 0.79% hits | AID 1259318;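 active means activity above about 14%, limit read from the data; passing the limit was not always enough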;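 further: 0% = DMSO wells with 35 nM protein and 100% = DMSO wells with 750 nM protein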
# Tn6 DDE FP = disrupts Tn6 cyclic peptide binding to fibrin D-Dimer-E complex. 370,000 compounds, 0.21% hits. inhibition, % at 8.3 µM. AID 720509. Fibrin DD(E) TRITC-Tn6 fluorescence polarization displacement;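 active means inhibition above a per-campaign cutoff: mean of compounds within control limits plus 3 SD, cut at about 15% in these data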;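 further: 0% = median of all compound wells on the plate and 100% = blocking peptide control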
# DDE Tn7 FP inh = DD(E)-Tn7 binding inhibition, primary FP screen | FP displacement of FITC-Tn7 peptide from fibrin DD(E); 0% = median of compound wells per plate | inhibition, % at 8.3 µM | 370,000 compounds, 0.13% hits | AID 720508;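 active means inhibition above the mean of compounds falling within the control limits plus 3 SD of them, cut at about 14% in these data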;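 further: 0% = plate median of compound wells and 100% = 10 µM Aha-Tn7 peptide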
#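 System: human fibrin DD(E); quantity: Fibrin-DD(E) at 2 µM final; also added: fluorescent Tn7 probe at 0.1 µM; compound dosing: single nominal test concentration of 8.3 µM per compound; schedule: 10 min preincubation, 3 h with tracer, room temperature; detection: fluorescence polarization of the labelled Tn7 tracer; repeats: one replicate per compound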
# proKLK7 act = activates the human kallikrein-7 zymogen. P49862. activation, % at 7 µM. 370,000 compounds, 0.9% hits. purified proKLK7, EDANS-DABCYL substrate fluorescence; 100% is mature enzyme control, 0% vehicle;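 active means activation above the mean of all tested compounds plus 3 SD, computed per campaign excluding outliers beyond control limits, cut at about 13% in these data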
# PLCg1 inh = PLC-gamma1 (human) inhibition, primary screen; 370,000 compounds, 0.84% hits; P19174; AID 720700; inhibition, % at 12.2 µM; purified PLC-gamma1, fluorogenic substrate, fluorescence; in the data active means inhibition above about 9.5%
# ASAP1 inh = inhibitors of human ASAP1 ArfGAP activity; ASAP1-stimulated ARF1 GTP hydrolysis, GDP FP detection; inhibition, % at 16.5 µM; 360,000 compounds, 0.19% hits; AID 624377; in the data active means inhibition above about 25%;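 further: 0% = vehicle with enzyme and substrate and 100% = no enzyme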
# Target sequence (Q9ULH1 325-724 limits assumed): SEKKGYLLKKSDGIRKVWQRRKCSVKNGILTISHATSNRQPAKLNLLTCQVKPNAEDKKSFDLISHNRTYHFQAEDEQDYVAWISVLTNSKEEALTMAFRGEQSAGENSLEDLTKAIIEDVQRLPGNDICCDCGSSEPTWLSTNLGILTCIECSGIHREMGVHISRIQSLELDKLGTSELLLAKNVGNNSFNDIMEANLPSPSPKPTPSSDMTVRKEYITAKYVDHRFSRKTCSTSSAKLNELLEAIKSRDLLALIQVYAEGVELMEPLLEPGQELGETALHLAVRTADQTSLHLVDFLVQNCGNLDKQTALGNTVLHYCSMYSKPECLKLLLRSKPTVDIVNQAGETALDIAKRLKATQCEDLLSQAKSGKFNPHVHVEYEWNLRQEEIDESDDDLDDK
# PLCb3 inh = blocks human PLC-beta3 enzyme activity | Q01970 | Purified PLC-beta3, fluorogenic substrate, fluorescence | inhibition, % at 12.2 µM | 370,000 compounds, 0.18% hits | AID 720704; in the data active means inhibition above about 11%;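 further: 0% = median of compound wells on plate and 100% = full blocker control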
# The depositor's hits bear a star; & = joins results of further samples. Some of the compounds tested; the hit share may differ from the screen's.
SMILES,ARFGAP1 inh,HGIII-sPLA2 inh,UHRF1 binding,Rev-erbA mod,Tn6 DDE FP,DDE Tn7 FP inh,proKLK7 act,PLCg1 inh,ASAP1 inh,PLCb3 inh
COc1cc(OC)cc(-n2nc(C(=O)N3CCC4(CC3)OCCO4)c3ccccc3c2=O)c1,3,4,0,-2,1,3,0.1,1,3,4
O=C(CN1CCCCC1)c1ccc(F)cc1,-2,4,0,1,2,6,-0.1,-1,-3,-3
CCn1cc(C(=O)N2CCCCC2)c2ccccc21,-5,-2,-2,2,0,1,0.0,3,15,0
C=C1[C@@H](OC(C)=O)[C@]23C[C@@H]1[C@@H](OC(C)=O)CC2[C@]12C4C[C@H]3[C@H]1N(CC)C[C@]4(C)CC[C@@H]2O (stereo partly drawn),6,3,0,-1,-6,2,0.1,5,14,9
CC(C)CN1Cc2cc(-c3ccccc3)ccc2-n2nncc2C1,13,1,-2,-6,7,-2,0.1,-9,0,-13
Cc1cccc(NP(=O)(Oc2ccccc2)Oc2ccccc2)c1C,0,0,4,2,-1,-5,-0.6,1,-18,1
Cc1ccccc1N1C(=O)CC(=O)NC1=O,0,-5,0,-2,8,7,-0.1,0,3,-3
CC(Cc1cnccn1)NCc1c(C(=O)N2CCCCCCC2)nc2ccc(Cl)cn12 (stereo not drawn),-5,-1,1,-2,0,-1,-0.3,-4,-2,-7
COC(=O)C1C(OC(=O)c2ccccc2)CC2CCC1N2C (stereo not drawn),3&-2,0&0,2&1,-1&5,-3&-1,5&5,0.2&0.0,-1&1,-1&2,-3&3
CC(N)C(=O)OC(C)(C)Cc1ccc(Cl)cc1 (stereo not drawn),9,3,0,-4&-2,10,4,-0.1,0,8,2
Cc1cc(N=Nc2ccccc2C)ccc1N,-3,11,2,13,2,-2,-0.7,9.6*,8,1
CCCNC(=O)N1[C@H]2CC[C@@H]1C(C(=O)OC)=C(c1cccc(Cl)c1)C2,0,2,4,-2,-5,-1,-0.5,0,10,2
COc1ccc(C2CC(c3c(O)n(CCc4ccccc4)c(=O)[nH]c3=O)=NN2)cc1OC (stereo not drawn),9,-20,-7,3,-1,-6,0.0,-11,5,-15
Cn1c(C(=O)O)c(CC(=O)N2CCN(Cc3ccccc3)CC2)c2ccccc21,3,0,3,-2,1,-1,0.3,-9,8,-14
O=C(Nc1cccnc1)c1c(O)c2c(n(Cc3ccccc3)c1=O)CCCC2,10,-6,-1,-1,-11,-5,-0.5,2,6,2
Cc1cc(/C=C2\C(=O)NC(=O)N(c3ccc(Br)cc3)C2=O)c(C)n1-c1cc(C(=O)O)cc(C(=O)O)c1,-2,-15,44*,0,3,0,0.3,9,6,-29
O=C1NC(=O)N(c2ccc3c(c2)OCO3)C(=O)/C1=C\c1ccc(N2CCCCC2)o1,-1,3,7,26*,1,-1,0.1,-3,-4,-4
CCC(=O)OC1(c2ccccc2)CCN(C)CC1C (stereo not drawn),-1,-2,0,-2,3,4,0.4,1,0,-1
CC(C)c1cccc(C(C)C)c1OCCn1ccnc1,10,-19,0,2,-7,-1,0.6,-1,-2,-1
COC(=O)C1=C(c2ccc(OC(F)(F)F)cc2)C[C@@H]2CC[C@H]1N2C(=O)NCCCOC(C)C,3,4,2,-3,2,-12,-0.7,0,6,1
C[C@]12CCC3C(CC[C@H]4C[C@H](O)CC[C@]34C)C1CCC2=O (stereo partly drawn),-9,-4,-2,-1,-2,-2,0.7,2,-11,3
C1=NCCc2c1[nH]c1ccccc21,-8,6,-2,3,0,-5,8.0,-58,-3,-85
COc1cccc(NP2(=O)OCC(C)([N+](=O)[O-])CO2)c1 (stereo not drawn),-8,7,1,-5,0,-3,-0.3,1,12,0
CN(C)C1(CNC(=O)c2cc(S(=O)(=O)N3CCOCC3)c(Cl)cc2Cl)CCCCC1,-1,3,1,1,-2,-5,-0.1,4,-11,-6
COC(=O)c1ccc(CN2CCN(Cc3ccccc3)CC2)cc1,-1,4,0,0,7,-8,-0.4,3,8,6

# Additional results:
SMILES,ARFGAP1 inh,HGIII-sPLA2 inh,UHRF1 binding,Rev-erbA mod,Tn6 DDE FP,DDE Tn7 FP inh,proKLK7 act,PLCg1 inh,ASAP1 inh,PLCb3 inh
Clc1ccc(COC(Cn2ccnc2)c2ccc(Cl)cc2Cl)cc1 (stereo not drawn),1,-24,-5,11&21,-3,3,-0.3,0,-9,0
COc1ccc(C(c2c(O)c3ccccc3oc2=O)c2c(C)n(C)n(-c3ccccc3)c2=O)cc1 (stereo not drawn),-2,-8,0,-9,-6,-2,0.4,4,-6,1
Cc1ccc(-c2cc(-c3ccc(C)cc3)[n+](-c3ccc(C(=O)O)cc3)c(-c3ccc(C)cc3)c2)cc1,7,10,-3,-4,3,9,0.2,-144,-14,-239
CN(C)C(=O)Oc1cccc(NC(=O)c2ccccc2C(F)(F)F)c1,4,-5,-2,10,-5,0,0.5,5,5,-3
CC(Cc1ccccc1)/[N+]([O-])=C\c1ccc(C(F)(F)F)cc1 (stereo not drawn),-7,7,2,-1,-6,2,0.1,2,-2,1
CN(C)C(=O)Oc1c(Cl)cc(Cl)c2cccnc12,-7,5,-1,-3,1,-2,0.0,0,-7,-6
O=c1[nH]c(=S)[nH]c(O)c1CN1CCCCC1,9,14,0,-2,0,1,0.3,-1,-6,-2
Cc1ccc(-n2nc(C)c3c2NC(=O)CSC3c2ccc3c(c2)OCO3)cc1 (stereo not drawn),-4,-5,-4,1,-5,-10,0.2,-1,9,-3
CC(C)C12CN3CC(C(C)C)(CN(C1)C3c1cccnc1)C2=O (stereo not drawn),9,5,0,2,4,-10,0.0,0,-4,1
O=C(NCCN1CCC2(CC1)C(=O)NCN2c1ccccc1)c1ccccc1C(F)(F)F,-3,4,-4,2,2,6,0.0,2,6,4
Cc1ccc(/C=C2\C(=O)NC(=S)N(c3ccccc3F)C2=O)s1,7,-6,-3,-2,20*,2,-0.3,-4,8,-3
CC(=NCC1CCCO1)c1c(O)n(-c2ccc(Cl)cc2)c(=O)[nH]c1=O (stereo not drawn),-2,-1,-3,-2,3,-1,0.1,2,-6,3
O=C(c1ccc2c(c1)OCO2)C1CCCN(Cc2ccccn2)C1 (stereo not drawn),-11,5,1,-4,-3,2,0.2,0,2,-10
COc1ccc(-n2nnnc2C(CCc2ccccc2)N2CCC3(CC2)C(=O)NCN3c2ccccc2)cc1 (stereo not drawn),9,-19,0,-5,-6,-9,0.1,-4,-4,-2
COCCn1c(O)c(/C=N/NC(=O)CSC(=S)N2CCCC2)c(=O)[nH]c1=S,-4,-5,2,-3,-1,-2,-0.5,-8,-10,-13
Cn1ccnc1P(=S)(c1nccn1C)c1nccn1C,0,-4,-2,-1,3,-3,0.5,2,3,0
COc1ccc(N2C(=O)/C(=C/c3ccco3)C(=O)NC2=S)cc1,-10,0,69*,-15,2,0,-0.7,0,-2,-20
Cc1ccc(/C=C2/C(=O)NC(=O)N(Cc3ccc(F)cc3)C2=O)o1,-5,2,-4,7,5,3,-0.1,-11,5,-22
Cc1ccc2nc(-c3ccncc3)cc(C(=O)N3CCC4(CC3)OCCO4)c2c1,6,7,3,0,6,12,0.1,-3,5,0
CCN(CC)c1ccc(CNCCc2ccc(F)cc2)cc1,10,-25,1,6,0,0,-0.3,4,9,-4
COc1ccc(OC)c(NC2=NCCS2)c1,6,2,0,0,8,3,-0.1,1,11,-1
CCCCCP(=O)(O)c1ccccc1,-10,4,-1,4,-3,-1,0.0,0,3,1
C[C@H](CO)N1C[C@H](C)[C@@H](CN(C)C(=O)Oc2ccccc2)OCc2cnnn2CCCC1=O,0,3,1,-3,-9,-5,0.8,3,3,0
O=C(O)CCn1cc(C=C2C(=O)NC(=O)NC2=O)c(-c2cc3ccccc3oc2=O)n1,4,7,-3,-2,4,1,-2.1,-17,3,-27
COC(=O)C1=C(c2cccc(NC(C)=O)c2)C[C@@H]2CC[C@H]1N2C,4,2,1,-7,0,-12,-0.1,3,9,2

# The final six records of the section before open the next one.
SMILES,ARFGAP1 inh,HGIII-sPLA2 inh,UHRF1 binding,Rev-erbA mod,Tn6 DDE FP,DDE Tn7 FP inh,proKLK7 act,PLCg1 inh,ASAP1 inh,PLCb3 inh
CCN(CC)c1ccc(CNCCc2ccc(F)cc2)cc1,10,-25,1,6,0,0,-0.3,4,9,-4
COc1ccc(OC)c(NC2=NCCS2)c1,6,2,0,0,8,3,-0.1,1,11,-1
CCCCCP(=O)(O)c1ccccc1,-10,4,-1,4,-3,-1,0.0,0,3,1
C[C@H](CO)N1C[C@H](C)[C@@H](CN(C)C(=O)Oc2ccccc2)OCc2cnnn2CCCC1=O,0,3,1,-3,-9,-5,0.8,3,3,0
O=C(O)CCn1cc(C=C2C(=O)NC(=O)NC2=O)c(-c2cc3ccccc3oc2=O)n1,4,7,-3,-2,4,1,-2.1,-17,3,-27
COC(=O)C1=C(c2cccc(NC(C)=O)c2)C[C@@H]2CC[C@H]1N2C,4,2,1,-7,0,-12,-0.1,3,9,2
Clc1cccc(CNCCc2ccc3c(c2)OCO3)c1,0,5,0,2,-2,-1,-0.4,2,-3,-2
COP(=O)(/C=C(\Cl)c1ccccc1)/C=C(\Cl)c1ccccc1,-9,-7,-4,4,0,2,0.4,0,4,-7
COC1=CC(=O)OC(/C=C/c2ccccc2)C1 (stereo not drawn),3,0,-1,6,4,-1,0.1,6,10,2
CCOc1ccccc1NC(=O)N1CCC2(CC1)OCCO2,-12,-1,-1,-1,-6,10,-0.1,5,-6,2
COC(=O)C1=C(c2ccc(F)cc2F)C[C@@H]2CC[C@H]1N2C(=O)NC1Cc2ccccc2C1,8,-2,0,2,2,2,0.4,-4,1,-1
COc1ccc(OC)c(N=Cc2c(O)n(Cc3ccccc3)c(=S)[nH]c2=O)c1,-3,4,2,19,-1,-7,-0.9,-74,3,-108
CCOP(=O)(OCC)C(NC(=O)c1cccc([N+](=O)[O-])c1)C(Cl)(Cl)Cl (stereo not drawn),-2,10,3,-2,-4,0,-0.8,2,1,-11
CCCCn1c(O)c(C(C)=NCc2ccco2)c(=O)[nH]c1=O,-4,-17,-1,-5,2,2,0.0,1,-4,-8
COc1ccc(CNCCc2c[nH]c3ccccc23)c(OC)c1OC,-3,-1,-1,-2,-4,-3,0.0,1,-4,0
CC(=O)c1cn(Cc2ccc(C#N)cc2)c2ccccc12,5,1,0,-5,-3,-1,0.1,0,2,0
Cc1ccccc1-[n+]1c(-c2ccccc2)cc(-c2ccccc2)cc1-c1ccccc1,7,-6,0,-6,0,-5,-0.8,-40,19,-47
O=C1NCCN2CCCC12 (stereo not drawn),2,1,0,-2,2,5,-0.1,-1,-5,-3
O=C(c1ccc(Cl)cc1)C1CCCN(Cc2cccc3cccnc23)C1 (stereo not drawn),7,-9,1,1,-6,1,-0.1,1,4,-4

# Screening data from PubChem.
